# GLP-1R inv ag – qHTS of GLP-1 Receptor Inverse Agonists (Inhibition Mode); Glucagon-like peptide 1 receptor (Homo sapiens), P43220; HEK293 GLP-1R CRE-luciferase, luminescence, 24 h; GLP-1R form is constitutively active; Potency, µM (top dose mostly 38.3 µM), inactives show top-dose activity change, negative = inhibition, actives largely listed as inhibitors; 410,000 compounds, 1.6% hits; note: potency is the fitted concentration of half-maximal effect; % is set by controls: 0 for no effect and ±100 for the full control effect; nearly all actives have a fitted effect of over 55% in size
# Target sequence (P43220 whole entry, looked up): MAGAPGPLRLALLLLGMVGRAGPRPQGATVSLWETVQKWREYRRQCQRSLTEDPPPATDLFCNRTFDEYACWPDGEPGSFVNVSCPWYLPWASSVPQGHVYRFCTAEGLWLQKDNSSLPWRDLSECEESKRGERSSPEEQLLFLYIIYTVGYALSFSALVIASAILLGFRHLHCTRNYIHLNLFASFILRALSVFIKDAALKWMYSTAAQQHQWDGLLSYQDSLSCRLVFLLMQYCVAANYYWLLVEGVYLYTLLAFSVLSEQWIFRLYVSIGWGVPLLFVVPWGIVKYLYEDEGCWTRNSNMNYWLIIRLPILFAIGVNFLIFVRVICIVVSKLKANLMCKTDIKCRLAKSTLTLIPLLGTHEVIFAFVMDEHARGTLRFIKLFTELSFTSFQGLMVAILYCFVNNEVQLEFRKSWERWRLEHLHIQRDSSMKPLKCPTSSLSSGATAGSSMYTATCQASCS
#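 qHTS in 1536-well format: reporter HEK293 cells expressing constitutive GLP-1R activity in DMEM + 10% Nu serum, 24 hr with compounds at 37 deg C, luminescence read after 12 min with detection reagent.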
# GLP1R cytotox – qHTS of GLP-1 Receptor Inverse Agonists: Cytotox Screen; HEK293 cAMP-luciferase reporter cells, luminescence, 24 h; Potency, µM (titrated, usually from 38.3 µM), inactives show at the highest dose activity change, negative = inhibition, most hits filed as inhibitors; 410,000 compounds, 0.13% hits;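 note: loss of luciferase light is scored as toxicity; potency is the fitted concentration of half-maximal effect; % is set by controls: 0 for no effect and ±100 for the full control effect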
#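 MLSMR compounds, 24 hr on cells at 37 deg C/5% CO2; luminescence after luciferase reagent (12 min RT). Inhibition counted as the undesired cytotoxic outcome.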
# D3 ag – qHTS of D3 Dopamine Receptor Agonist: qHTS; D3R DiscoveRx beta-arrestin cells, luminescence, 90 min; D(3) dopamine receptor (Homo sapiens), P35462; 410,000 compounds, 0.58% hits; max activation, %; in the data active = max activation above about 30%; note: 0% is about no effect; mostly tested at two doses, the higher about 12 µM
# Target sequence (P35462 whole entry, looked up): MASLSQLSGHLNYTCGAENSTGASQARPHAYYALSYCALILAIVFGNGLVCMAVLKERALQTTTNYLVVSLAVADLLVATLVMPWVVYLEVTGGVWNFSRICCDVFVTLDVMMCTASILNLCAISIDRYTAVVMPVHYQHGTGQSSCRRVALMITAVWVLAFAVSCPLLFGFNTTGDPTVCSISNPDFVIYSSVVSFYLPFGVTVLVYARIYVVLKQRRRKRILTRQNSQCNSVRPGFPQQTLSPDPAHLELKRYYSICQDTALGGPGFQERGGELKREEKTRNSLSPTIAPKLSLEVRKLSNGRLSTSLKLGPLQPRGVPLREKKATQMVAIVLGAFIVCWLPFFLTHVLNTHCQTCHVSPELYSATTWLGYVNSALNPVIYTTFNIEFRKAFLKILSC
#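 Cells at 1500/well, incubated overnight, then treated with pinned compounds (dopamine as control) for 90 min at 37 degrees C. DiscoveRx reagent added for 30 - 60 minutes at room temperature; luminescence read.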
# * marks the source's active call; other numbers are inactive results; ? = inconclusive; [ ] = remark or other dose. Unless noted, calls come from the whole dose curve; as a rule, active = well fitted curve in the direction sought with a large enough effect; inconclusive = small, poorly fitted or top-dose-only effect, or another doubt; inactive = no such curve, though single readings can be large; an effect the other way counts as inactive or inconclusive.
SMILES,GLP-1R inv ag,GLP1R cytotox,D3 ag
CCN(CC)c1cc2c(cc1F)c(=O)c(S(=O)(=O)c1ccc(OC)cc1)cn2CC,10%,0%,4
COc1cccc(NS(=O)(=O)c2ccc3c(c2)n(C)c(=O)n3C)c1,5%,-15%,7
COc1cccc(NC(=O)C2CCN(c3nnc(C)c4c(C)n(-c5ccccc5)nc34)CC2)c1,2%,-11%,-17
Cc1cc(Br)ccc1NC(=O)C(NS(=O)(=O)c1cccs1)c1ccccc1 (configuration not stated),?,-9%,3
CC(=O)N1CCCc2cc(S(=O)(=O)N3CCN(c4ccccc4F)CC3)ccc21,-6%,1%,5
O=C(Nc1ccc(F)c(Cl)c1)c1cc(S(=O)(=O)N2CCCc3ccccc32)ccc1F,?,1%,-10
CCCCN(CC)C(=O)c1nn(C)c2c1CSc1ccccc1-2,-21%,-2%,-2
CCOc1ccc(CNC(=O)CCn2c(=O)c3cccn3c3cccnc32)cc1,-3%,17%,-8
CCc1ccc(S(=O)(=O)c2cn(C)c3cc(F)c(F)cc3c2=O)cc1,24%,13%,-7
Cc1ccc(N2CCN(C(=O)c3cnc(N4CCCCC4)c4ccccc34)CC2)c(C)c1,?,5%,8
Cc1ccc(CSc2nc3cccnc3n2Cc2ccc(C(=O)NC3CCCCC3)cc2)cc1,3%,-5%,-5
Cc1cc2oc(C(=O)Nc3ccc(S(=O)(=O)N4CCC(C)CC4)cc3)cc(=O)c2cc1C,4%,8%,-13
Cc1cc(C(=O)NCc2ccccc2Cl)c2c(C)nn(-c3cccc(F)c3)c2n1,?,5%,22
Cc1ccc(N(Cc2cccs2)C(=O)c2ccc(OC(C)C)cc2)cc1,?,4%,-6
CCOc1ccccc1C(=O)Nc1ccc2nc3c(c(Nc4ccc(OC)c(OC)c4)c2c1)CCCC3,0%,?,-2
COc1cc(Cl)c(C)cc1NC(=O)Cn1c(C)c2cnn(-c3ccccc3)c(=O)c2c1C,-2%,-4%,-12
CCN(C(=O)c1ccc2c(c1)N(Cc1cccc(Cl)c1)C(=O)c1ccccc1S2=O)c1ccccc1 (configuration not stated),10µM*,-27%,-20
COc1cccc(C(=O)Nc2ccc3nc(SCC(=O)N4CCc5ccccc54)sc3c2)c1,?,3%,0
CCc1cccc(C)c1NC(=O)CCCn1nc(C)c2sc3ccccc3c2c1=O,-2%,4%,4
CCOC(=O)c1ccc(N2C(=O)c3n[nH]c(C)c3C2c2cccc(Br)c2)cc1 (configuration not stated),?,?,-20

# Reformatted: 2 of the compounds above
Compound	GLP-1R inv ag	GLP1R cytotox	D3 ag
Cc1cc2oc(C(=O)Nc3ccc(S(=O)(=O)N4CCC(C)CC4)cc3)cc(=O)c2cc1C	4%	8%	-13
CC(=O)N1CCCc2cc(S(=O)(=O)N3CCN(c4ccccc4F)CC3)ccc21	-6%	1%	5

# Continuation:
SMILES,GLP-1R inv ag,GLP1R cytotox,D3 ag
CSc1ncc2c(n1)-c1ccccc1N(Cc1ccc(Cl)cc1)S2(=O)=O,6%,1%,-13
COc1ccccc1N1CCN(C(CNC(=O)C(=O)NCCCN(C)C)c2cccnc2)CC1 (configuration not stated),7%,-3%,2
O=C(C1CCC(CNS(=O)(=O)c2ccc(Br)s2)CC1)N1CCN(c2ccc(F)cc2)CC1 (configuration not stated),?,3%,11
Cc1ccc(-c2noc(-c3nnn(CC(=O)Nc4cc(Cl)ccc4C)c3N)n2)cc1,15%,1%,1
Cc1nn2c(C(F)(F)F)cc(-c3ccc(OC(C)C)cc3)nc2c1C#N,7%,9%,6
Cc1ccccc1-c1noc(-c2ccc(N3CCCCC3)c([N+](=O)[O-])c2)n1,-12%,6%,-6
Cc1cc(-n2c(SCc3ccccc3F)nc3[nH]ncc3c2=O)ccc1Cl,?,-10%,10
COC(=O)c1cccc(NC(=O)C2CCN(S(=O)(=O)Cc3ccccc3)CC2)c1C,-2%,-7%,-16
O=C(CC1N=C2c3ccccc3N=C(SCc3ccc(F)cc3)N2C1=O)NCc1ccc2c(c1)OCO2 (configuration not stated),-17%,-19%,-1
O=C(NC1CC(=O)N(c2cccc(F)c2)C1)C1CCCCC1 (configuration not stated),-8%,7%,-37
CCN1CCN(C(c2ccccc2Cl)c2c(O)cc(C)n(CCOC)c2=O)CC1 (configuration not stated),7%,-6%,-15
O=C(NCCc1ccc(F)cc1)C(=O)NCC(c1ccc2c(c1)OCO2)N1CCOCC1 (configuration not stated),0%,2%,-4
Cc1cccc(NC(=O)N2CCC(N3CCN(Cc4ccccc4)C(=O)C3=O)CC2)c1C,3%,1%,-6
COc1ccc(-n2nc(C(=O)N(C)c3cc(Cl)ccc3OC)c3c4ccccc4n(C)c3c2=O)cc1,3%,-10%,-1
COc1cc(Cl)c(C)cc1NC(=O)CCn1c(=O)c2cccn2c2cccnc21,2%,10%,7
CNC(=O)C1CCC(Cn2c(=O)c3sccc3n(CC(=O)Nc3cc(F)ccc3F)c2=O)CC1 (configuration not stated),15%,-2%,2
CCC1CN(C(=O)N2CCC(C(=O)NCc3cccc(F)c3)CC2)c2cc(C)ccc2O1 (configuration not stated),-8%,4%,8
CC(C)c1ccc(S(=O)(=O)c2nnn3c2nc(NCCc2ccccc2)c2sccc23)cc1,16%,11%,7
CCN(CC)C(=O)CSc1nc2ccsc2c(=O)n1Cc1ccccc1Cl,-25%,-2%,-6
COC(=O)c1cc(NC(=O)c2cnc(SC)nc2-c2ccccc2)cc(C(=O)OC)c1,24%,-15%,21
COc1ccccc1S(=O)(=O)Cc1ccc(C(=O)NCc2ccc(Cl)cc2)o1,-5%,-15%,2
COCCCNc1ncnc2c1nnn2C,12%,-6%,-20
Cc1ccc(S(=O)(=O)N2CCC(n3c(C)nc4cccnc43)CC2)c(C)c1,-19%,4%,5
CCOc1cc(CNC(=O)c2ccc3nc(C(C)C)oc3c2)cc(OCC)c1OCC,13%,6%,1
CCOC(=O)c1ccc(OC(=O)c2cn(-c3cccc(OC)c3)c(=O)c3ccccc23)cc1,?,-2%,0
Cc1cc(N2CCN(c3ccccc3F)CC2)n2cnnc2n1,-18%,1%,14
Cc1cc(=O)n(CC(=O)N2CCCc3ccccc32)c2c1c(C)nn2-c1cccc(F)c1,4%,12%,13
Cc1ccc(-c2nnc(Nc3ccc(S(N)(=O)=O)cc3)c3ccccc23)cc1S(=O)(=O)N1CCCCC1,2%,1%,-14
O=C(CSc1nc2c(oc3ccccc32)c(=O)n1Cc1ccco1)Nc1ccccc1Cl,-4%,-9%,-8
COc1cc(S(=O)(=O)n2ccnc2C(C)C)ccc1Br,15%,8%,0
Cc1c(C2=CCN(S(=O)(=O)c3ccc(CC(C)C)cc3)CC2)c2ccccc2n1CC(=O)N1CCCC1,-8%,7%,-23
O=c1cc(-c2ccccc2)n2c(SCc3ccc(F)cc3)nnc2[nH]1,9%,-2%,-4
CC(C)c1cc(-c2nc(-c3cccc(Cl)c3)no2)n[nH]1,?,2%,1
Nc1c(C(=O)c2ccccc2)sc(Nc2ccc(Cl)c(Cl)c2)c1C(=O)Nc1ccccc1,?,?,2
CCOc1ccc(CCNC(=O)c2cc3sc(CC)cc3n2C)cc1OCC,?,-4%,7
Cc1cc(C)cc(NC(=O)N2CCC(N3CCN(Cc4ccccc4)C(=O)C3=O)CC2)c1,11%,-7%,8
O=C(Nc1cc(Cl)cc(Cl)c1)c1cc(S(=O)(=O)N2CCC3(CC2)OCCO3)ccc1F,?,-7%,3
Cc1cc(NC(=O)CSc2nc(-c3ccccc3C)nc3c2c(=O)n(C)c(=O)n3C)no1,8%,0%,5
CCc1ccc2oc(C(=O)Nc3cccc(C(F)(F)F)c3)cc(=O)c2c1,0%,-3%,2
Cc1ccc(OC(=O)CSc2nnc(-c3ccc4c(c3)OCO4)o2)cc1,4%,-4%,6
CCOc1cc(C2c3c(-c4ccccc4O)n[nH]c3C(=O)N2CCc2ccccc2)ccc1O (configuration not stated),?,4%,9
COc1ccc(-c2csc3ncnc(Nc4ccc(OC)cc4OC)c23)cc1,2%,34%[activator],-2
COc1ccccc1N1CCN(c2ccc(=O)n(CC(=O)Nc3ccc(F)c(F)c3)n2)CC1,-14%,13%,-10
O=C(Nc1ccc(Br)cc1)C(Cc1ccccc1)NS(=O)(=O)c1cccc2nsnc12 (configuration not stated),-9%,3%,-11
CC(C)CCNC(=O)Cn1cc(S(=O)(=O)Cc2ccc(F)cc2)c2ccccc21,?,-8%,-14
CC1CCCN(c2csc3ccccc3c2=O)C1 (configuration not stated),23%,-16%,-8
COCCn1ccc2c(OCC(=O)NCc3ccc(F)cc3)cccc2c1=O,11%,4%,7
CCOC(=O)c1c(NC(=O)CS(=O)(=O)c2ccc(Cl)cc2)sc2c1CCCC2,13%,-2%,-16
CC(C)c1ccc(NC(=O)c2ccc(F)c(S(=O)(=O)N3CCCCCC3)c2)cc1,-11%,1%,3
COc1cc(C2CC(=O)Nc3ccc4ccccc4c32)ccc1OC(=O)C(C)C (configuration not stated),?,1%,-5
CCc1cccc(CC)c1NC(=O)c1c(C)oc2ccc(O)c(CN3CCCC3)c12,-8%,-4%,6
COc1cc(NC(=O)CCS(=O)(=O)c2ccc(Br)cc2)cc(OC)c1,-6%,-9%,-5
COc1ccc(-n2c(=O)c3ccccc3n(Cc3ccccc3C)c2=O)c(OC)c1,-25%,1%,-4
COc1ccc(C)cc1NC(=O)CCc1c(C)nn(-c2ccc(N3CCOCC3)nn2)c1C,-6%,-8%,-1
Cc1ccc(NC(=O)CCCn2c(=O)c3cccn3c3cccnc32)c(C)c1,5%,24%,-19
O=C(NCc1ccc2c(c1)CCN2C(=O)c1ccncc1)c1cccc(F)c1,0%,3%,3
CCOc1ccc(C(=O)N2CC(=O)Nc3ccc(F)cc3C2c2ccc(F)cc2)cc1 (configuration not stated),-17%,-14%,-2
CC1CCC(NC(=O)C2(C)Cc3ccccc3C(=O)N2Cc2ccccc2Cl)CC1 (configuration not stated),4%,-9%,1
COc1ccc(C)cc1NC(=O)Cn1c(=O)ccc2cc(S(=O)(=O)N3CCC(C)CC3)ccc21,2%,-2%,-4
Cc1ccc(CNC(=O)CN(c2ccc(Cl)cc2Cl)S(=O)(=O)c2ccccc2)cc1,10µM*,-10%,-5

# Compounds listed so far that contain a furan ring, fused or not (three):
SMILES,GLP-1R inv ag,GLP1R cytotox,D3 ag
COc1ccccc1S(=O)(=O)Cc1ccc(C(=O)NCc2ccc(Cl)cc2)o1,-5%,-15%,2
O=C(CSc1nc2c(oc3ccccc32)c(=O)n1Cc1ccco1)Nc1ccccc1Cl,-4%,-9%,-8
CCc1cccc(CC)c1NC(=O)c1c(C)oc2ccc(O)c(CN3CCCC3)c12,-8%,-4%,6

# Rewritten with values under each structure: part of the list above
# Second line of a record – GLP-1R inv ag | GLP1R cytotox | D3 ag
CC1CCCN(c2csc3ccccc3c2=O)C1 (configuration not stated)
  23% | -16% | -8
COCCn1ccc2c(OCC(=O)NCc3ccc(F)cc3)cccc2c1=O
  11% | 4% | 7

# The list continues:
SMILES,GLP-1R inv ag,GLP1R cytotox,D3 ag
CCc1ccc(CN(C(=O)c2nc(SC)ncc2Cl)C2CCS(=O)(=O)C2)cc1 (configuration not stated),7%,-3%,0
O=C(Cn1c(=O)nc(-c2ccccc2)c2ccccc21)NCc1ccccc1Cl,16%,2%,10
CN(C(=O)c1cc2c(=O)n3ccccc3nc2n1C)c1ccccc1,47%[activator],-4%,8
O=C(Nc1nnc(S(=O)(=O)N2CCCc3ccccc32)s1)c1cccc(Cl)c1,?,-19%,-4
COc1ccc(N2CCN(c3oc(/C=C/c4cc(OC)c(OC)c(OC)c4)nc3C#N)CC2)cc1,6%,12%,13
COc1ccc(C2N=C(N)Nc3nc4ccccc4n32)cc1 (configuration not stated),4%,10%,-15
CC1=Nc2cc(C(=O)NCc3ccc(C)cc3)ccc2Sc2ccc(Cl)cc21,?,-5%,2
COc1cccc(C(=O)N2CCc3cc(OC)c(OC)cc3C2COc2ccc3c(C)cc(=O)oc3c2)c1 (configuration not stated),10%,-13%,8
Cc1cccc(NC(=O)Cn2c(=O)n(CCCCCC(=O)NCc3ccccc3)c(=O)c3sccc32)c1,?,?,0
CCc1cccc(C)c1NC(=O)C(CC)n1ncn2c(cc3cc(C)ccc32)c1=O (configuration not stated),11%,4%,4
CCOc1ccccc1C1Nc2ccccc2-c2nnc(SCc3ccccc3)nc2O1 (configuration not stated),12%,-1%,8
CCN(C(=O)c1sc2nc3n(c(=O)c2c1C)CCCCC3)c1ccc(OC)cc1,12%,-3%,7

# Source: PubChem (National Center for Advancing Translational Sciences (NCATS))

# An excerpt; rates above refer to the full screens.
